697 NFkB inh: inhibitors of the PMA/ionomycin-induced NF-kB reporter in 697 B cells | 697 B-cell NF-kB luciferase reporter, 16 h | inhibition, % at 4 µM | hit rate 0.33% among 330,000; in the data active = inhibition above about 35%
APJ agonist: activates the human apelin receptor APJ. hit rate 0.11% among 330,000. activation, % at 20 µM. CHO-K1 APJ PathHunter beta-arrestin, luminescence; 0% DMSO wells, 100% apelin. P35414. AID 2520;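 active = activation more than six SD over the plate average, tested at 20 µM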;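 note: 0% = DMSO alone and 100% = apelin-13 at 10 nM; some results filed as inactive read as strong as hits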
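Incubation: overnight seeding, 90 min compound at 25 °C, 1 h detection; test system: PathHunter CHO-K1 APJ (AGTRL-1) beta-arrestin reporter cells; amount: 1000 cells/well; doses: one dose, 20 µM compound, 1% DMSO; measured by: beta-gal luminescence; measure: agonist-driven arrestin binding to APJ; benchmarks: negative DMSO alone, positive Apelin-13 at 10 nM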
Jurkat NFkB inh: lowers PMA/ionomycin-induced NF-kB signal in Jurkat cells. inhibition, % at 4 µM. hit rate 0.53% among 330,000. PMA/ionomycin-induced NF-kB luciferase reporter, luminescence; in the data active = inhibition above about 50%
Mdm2-MdmX inh: human Mdm2/MdmX binding inhibition; SaOS-2 split-luciferase Mdm2/MdmX complementation, luminescence; inhibition, % at 8 µM; hit rate 3% among 330,000;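 active = inhibition of at least 50% at 8 µM in the primary screen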
Target sequence (O15151 whole entry, looked up): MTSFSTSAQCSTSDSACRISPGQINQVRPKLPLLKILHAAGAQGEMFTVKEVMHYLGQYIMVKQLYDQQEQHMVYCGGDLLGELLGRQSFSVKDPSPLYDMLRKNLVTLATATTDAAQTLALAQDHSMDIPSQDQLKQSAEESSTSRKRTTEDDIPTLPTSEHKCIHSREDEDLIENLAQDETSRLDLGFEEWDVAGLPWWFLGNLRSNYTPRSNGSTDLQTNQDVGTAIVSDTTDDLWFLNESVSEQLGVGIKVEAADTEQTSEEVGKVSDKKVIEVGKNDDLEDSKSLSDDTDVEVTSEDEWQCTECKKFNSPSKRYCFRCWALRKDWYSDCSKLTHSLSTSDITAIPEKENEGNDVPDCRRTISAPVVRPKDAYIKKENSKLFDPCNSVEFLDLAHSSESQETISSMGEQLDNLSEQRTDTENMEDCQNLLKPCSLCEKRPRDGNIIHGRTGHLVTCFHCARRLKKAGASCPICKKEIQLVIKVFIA
Target sequence (Q00987 whole entry, looked up): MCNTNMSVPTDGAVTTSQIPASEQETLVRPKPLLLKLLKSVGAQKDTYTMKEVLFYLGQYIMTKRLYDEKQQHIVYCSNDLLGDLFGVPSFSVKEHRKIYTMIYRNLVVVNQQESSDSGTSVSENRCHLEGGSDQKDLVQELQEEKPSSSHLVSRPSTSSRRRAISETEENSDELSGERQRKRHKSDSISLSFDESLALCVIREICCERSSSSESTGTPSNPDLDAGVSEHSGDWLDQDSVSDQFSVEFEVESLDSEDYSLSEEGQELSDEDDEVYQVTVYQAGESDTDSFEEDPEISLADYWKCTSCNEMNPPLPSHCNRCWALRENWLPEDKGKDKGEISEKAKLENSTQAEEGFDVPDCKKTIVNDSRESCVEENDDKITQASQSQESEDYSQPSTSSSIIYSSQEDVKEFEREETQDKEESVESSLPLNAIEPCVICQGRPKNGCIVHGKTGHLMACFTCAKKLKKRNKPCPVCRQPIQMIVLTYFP
tim23-1 inh: inhibits growth of tim23-1 mutant yeast. S. cerevisiae tim23-1 growth, BacTiter-Glo luminescence, 24 h. inhibition, % at 20 µM. hit rate 1.3% among 330,000. AID 463212;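 active = growth inhibition of the mutant yeast at or above 50%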;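 note: temperature-sensitive mutant grown at 25 °C; plate controls were DMSO-treated mutant yeast for no effect and medium wells lacking yeast for full effect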
UPR CHOP act: activators of apoptotic arm of unfolded protein response (CHOP). activation, % at 10 µM. CHO-CHOP luciferase reporter, UPR activation, luminescence; percent of tunicamycin response over DMSO baseline. hit rate 0.34% among 330,000;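 active = at 10 µM dose, activation of 40% or more, normalized to positive control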;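 note: 100% = tunicamycin at 10 µg/mL and 0% = DMSO alone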
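Test system: CHO-CHOP cells, stable luciferase reporter of PERK-eIF2a-CHOP signalling | Quantity: 500 CHO-CHOP cells per well | Buffer or medium: F12 plus 10% serum | Compound dosing: 10 µM single point, 0.5% DMSO | Schedule: 6 h compound treatment, 37 °C | Signal: Luciferase luminescence | Control set: Tunicamycin high control, DMSO low control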
APJ antagonist: antagonists of human APJ apelin receptor | P35414 | CHO-K1 APJ beta-arrestin complementation, luminescence | inhibition, % at 20 µM | hit rate 0.32% among 330,000;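 active = inhibition above about 40% at 20 µM, limit read from the data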;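 note: cells challenged with 10 nM apelin-13 agonist together with compound; plate controls were apelin-13 plus DMSO wells for no effect and DMSO wells lacking apelin-13 for full effect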
XBP1 UPR activ: adaptive UPR (XBP1) activation; CHO-XBP1 luciferase reporter, IRE1-XBP1 UPR activation, luminescence; percent of tunicamycin response, DMSO as zero; activation, % at 20 µM; hit rate 0.33% among 330,000; AID 463104;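 active = versus positive control, 20 µM dose yields 30% or more activation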;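 note: 100% = tunicamycin at 10 µg/mL and 0% = DMSO only wells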
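Material: CHO cell line with stable XBP1 luciferase reporter; schedule: 16-18 h cell attachment at 37 °C, then 6 h compound exposure; signal: glow luminescence from Steady-Glo reagent; medium: serum-containing F12 medium, 10% FBS; benchmarks: tunicamycin 10 µg/mL and vehicle-only wells; read-out: percent activation relative to tunicamycin reference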
Active calls of the source: *.

Screens in order – APJ antagonist, 697 NFkB inh, UPR CHOP act, XBP1 UPR activ, tim23-1 inh, Mdm2-MdmX inh, Jurkat NFkB inh, APJ agonist
COCCCn1c(SCC(=O)N2CCCC(C)C2)nnc1-c1ccco1 (centres undefined)
 : -7, -4, -1.0, 1, 6, 7, 3, -4
COc1ccc(NC(=O)CSc2nc3c([nH]c4ccccc43)c(=O)n2C)c(OC)c1
 : 6, -9, 4.1, 9, -7, 60*, -23, -3
COC(=O)Nc1ccc(S(=O)(=O)N2CCC(C(=O)N(C)C3CCCCC3)CC2)cc1
 : 3, 1, 0.2, -1, 5, 15, -3, -6
O=C(C1CCC(=O)N1Cc1cccnc1)N1CCN(c2ccc(F)cc2)CC1 (centres undefined)
 : 5, 9, 0.9, -1, -1, 16, -1, -3
COc1ccc(OC)c(-n2cnc3cc(C(=O)O)ccc32)c1
 : -1, 8, -1.0, 0, -1, 5, 0, -1
Cc1cc(C)nc(SCC(=O)Nc2nonc2N)n1
 : -15, -4, -0.2, 0, 0, -4, -3, -1
Cc1onc(-c2ccccc2)c1C(=O)NCc1ccc(Cl)cc1
 : -19, -6, 0.7, -7, 6, 9, 14, -3
Cc1cc(C(=O)Nc2cccnc2Cl)on1
 : 5, 6, 1.1, -1, 7, 1, 4, 7
O=C(O)c1ccccc1C(=O)Nc1ccc(Br)c2cccnc12
 : -3, 3, 1.2, 1, -6, -12, 11, -2
Cc1cc(C(c2ccc(O)cc2)c2cc(C)c(O)cc2C)c(C)cc1O
 : -17, 3, 3.2, 2, -8, -2, -15, -1
CCN1CCN(c2cc(=O)n(Cc3ccc(F)cc3)c(=O)[nH]2)CC1
 : 3, 18, -1.4, -4, 8, 13, 4, -3
Cc1csc(=O)n1CCC(=O)OCc1nnc(-c2ccccc2)o1
 : 2, 10, 1.3, 2, 15, 15, 9, -6
CNC(=O)CCc1ccc(OC)cc1
 : 15, -14, -0.8, 0, 23, 2, -3, 2
O=C(NC1CCCC1)c1cc(S(=O)(=O)N2CCCC2)ccc1Cl
 : 3, -7, -0.3, 2, 9, -19, -2, 3
CCO/C=N/c1c(C#N)c(CC#N)nn1-c1ccccc1
 : 11, 14, 0.7, 6, 2, -9, 7, -2
CCCNC(=O)c1onc(CSc2nc3ccccc3[nH]2)c1C(=O)NCCC
 : 7, 6, -0.4, -1, 31, 24, 1, 5
O=S1(=O)CCOCCCN1Cc1ccccc1F
 : 4, 4, 0.6, 1, 11, -3, 11, -4
NC(=O)c1c(NC(=O)CSc2nnc(-c3ccco3)n2-c2ccccc2)sc2c1CCC2
 : -3, 11, 3.0, 2, 11, 34, 11, 3
CCOC(=O)Cc1nc2ccccc2n(CC#N)c1=O
 : 12, 15, 1.3, 5, 10, 12, -1, -2
CC(=O)Oc1ccccc1C(=O)Oc1ccccc1C(=O)O
 : -12, 20, -0.4, -5, -3, -15, 9, 2

Grouped by structure: the compounds so far containing an aryl methoxy group (3)
Screens in order – APJ antagonist, 697 NFkB inh, UPR CHOP act, XBP1 UPR activ, tim23-1 inh, Mdm2-MdmX inh, Jurkat NFkB inh, APJ agonist
COc1ccc(NC(=O)CSc2nc3c([nH]c4ccccc43)c(=O)n2C)c(OC)c1
 : 6, -9, 4.1, 9, -7, 60*, -23, -3
COc1ccc(OC)c(-n2cnc3cc(C(=O)O)ccc32)c1
 : -1, 8, -1.0, 0, -1, 5, 0, -1
CNC(=O)CCc1ccc(OC)cc1
 : 15, -14, -0.8, 0, 23, 2, -3, 2

Next section.
Screens in order – APJ antagonist, 697 NFkB inh, UPR CHOP act, XBP1 UPR activ, tim23-1 inh, Mdm2-MdmX inh, Jurkat NFkB inh, APJ agonist
CCOC(=O)C1=NN(c2ccc(C)cc2)CC1C(=O)OC (centres undefined)
 : 7, 25, 0.7, -3, -9, 24, 4, 1
CC(=O)Nc1ccc(N(C(=O)CNC(=O)c2cccs2)C(C(=O)NCC2CCCO2)c2ccccc2)cc1 (centres undefined)
 : 4, 4, 1.8, -3, 6, -2, -10, 0
COc1cccc(CN(C)C(=O)CCN(c2ccccc2)S(=O)(=O)c2ccc(C)cc2)c1OC
 : 5, -8, -0.9, -3, 26, 19, 13, 6
CC(=O)c1cccc(NC(=O)c2ccc(N(C)S(=O)(=O)c3ccc(C)cc3)cc2)c1
 : -2, -22, 2.5, -5, 20, 22, 14, 3
Cc1ccc(CNC(=O)c2cc3c(s2)CN(Cc2ccccc2)C3)cc1
 : 6, 14, 1.0, 0, -7, -2, 0, -5
COC(=O)CCCn1c(C)cc(C(=O)CCl)c1C
 : 10, -4, 7.5, 3, 36, 41, 15, -3
O=c1ccc(Cc2ccccn2)n[nH]1
 : -3, 8, -0.6, -2, 6, 5, 3, 0
O=C(NCCCc1ccccc1)c1ccccc1O
 : 5, -15, 2.1, -1, 13, -35, -26, -1
CCCCC(=O)Nc1cccc(NC(=O)c2ccc3c(c2)OCO3)c1
 : 10, -12, -1.2, 3, -1, 14, -1, 2
CC1CCN(C(=O)CSc2nnc(Cc3cccn3C)n2-c2ccc(F)cc2)CC1
 : 20, 17, 1.2, 0, 19, -8, 13, -2
CC1=C(C(=O)OC(C)C)C(c2cccs2)N2C(=O)CCSC2=N1 (centres undefined)
 : 0, -4, 0.4, 1, 28, -8, -15, 5
COc1ccc(-c2coc3c(CN4CCOCC4)c(O)ccc3c2=O)cc1
 : 12, -2, 2.3, -2, 11, -10, -4, -4
CC(C)Cn1cc(C(=O)N2CCN(c3ccccn3)CC2)c2c3ccccc3n(C)c2c1=O
 : -5, -3, 1.8, -2, 25, -9, 10, 1
C(=N\Nc1ccccn1)/c1ccc(N2CCOCC2)cc1
 : -8, -57, 1.9, 1, -42, -89, -117, -1
O=C(NCCc1ccccn1)c1cc(-c2ccccc2Cl)nc2ccccc12
 : -4, 14, 0.6, 1, 25, 15, 14, -1
CS(=O)(=O)c1ccc(Cl)c(NC(=O)CCNC(=O)c2ccco2)c1
 : 4, 10, 1.4, 2, 2, 27, 3, 6
Cc1ccc(C(=O)N/C(=C\c2ccco2)C(=O)N2CCCCC2)cc1
 : -6, -10, 0.7, 4, 31, -8, -6, -3
CCOC(=O)Oc1ccc2c(=O)c(Oc3cccc(C)c3)coc2c1
 : 13, -37, 3.1, 0, 55*, -2, -18, -3
COc1ccc(S(=O)(=O)NCC(c2cccnc2)N2CCN(Cc3ccccc3)CC2)cc1C (centres undefined)
 : -2, 13, -1.1, -1, -12, 19, 2, 10
Cc1ccccc1C(=O)NCCNC(=O)c1ccco1
 : 1, 12, 2.4, -3, 16, 20, -19, 2
Cc1nc(=O)c(-c2ccccc2)c(C)n1CC1CCCO1 (centres undefined)
 : -22, 13, -2.0, -1, 12, -3, 4, -1
CCOCC(=O)Nc1cccc(C(=O)OCC)c1
 : 11, -3, 0.8, -6, 15, -10, 8, -1
CC1(c2ccccc2)NC(=O)N(CC(=O)Nc2ccc(Cl)c(S(=O)(=O)N3CCCCC3)c2)C1=O (centres undefined)
 : -2, 6, 0.9, -4, 0, 31, 11, -2
CCOCCCn1c(SCC(=O)Nc2cccc(S(=O)(=O)NC3=NCCCCC3)c2)nc2ccccc2c1=O
 : -21, 6, -1.7, -1, 4, 29, 0, -6
COc1cccc(C(=O)N2CCC(C(=O)NCc3ccco3)CC2)c1
 : 0, -19, 1.1, 4, -11, -8, -13, 1
C[N+](C)(C)CCOC(=O)C1(c2ccccc2)CCCC1
 : 21, 11, -1.2, -2, -1, -5, 20, -3
CCNc1nc(Oc2ccc(=O)n(-c3ccccc3)n2)nc(N2CCOCC2)n1
 : 5, 16, -1.5, 0, 13, -4, 8, -4
CCOCCCNC(=O)C(NC(=O)Cc1cccs1)c1ccccc1 (centres undefined)
 : 8, 12, 2.1, 0, 4, 10, 6, 0
CCN1C(=O)[C@@H]2C(C(=O)c3cnccn3)=NN[C@@H]2C1=O
 : 4, 7, 0.0, -3, 13, -4, -2, -2
C/C(NCc1cccnc1)=C(\C#N)C(=O)NCc1ccccc1
 : 6, 17, 0.0, 5, -1, 23, 2, -3
COc1ccc([N+](=O)[O-])cc1NC(=O)C(C)OC(=O)c1ccccc1C(=O)c1ccc(Cl)cc1 (centres undefined)
 : -4, -5, 0.2, -1, 28, 15, 4, -4
CCOC(=O)C1CCCN(C(=O)c2cccc3ccccc23)C1 (centres undefined)
 : 4, 2, -1.2, 3, 1, 25, -13, -3
Cc1cc(-c2ccccc2)nc2cc(C(N)=O)nn12
 : -2, 5, 1.8, -1, 6, 1, -10, 0
COc1ccc(-c2coc3c(C)c4oc(=O)c(CCC(=O)O)c(C)c4cc23)cc1
 : 13, 14, 1.0, -5, 20, 11, 3, -3
COc1ccc(CC(=O)N(C)CC(=O)Nc2c(C)cccc2C)cc1S(=O)(=O)N1CCOCC1
 : -9, 11, -2.4, -3, -28, 17, -8, -4
O=C(NCCOCCNC(=O)OCc1ccccc1)OCc1ccccc1
 : -4, -7, -0.5, -4, 25, -23, -10, -1
COc1cc(CNC(=O)c2cc3ccccc3oc2=O)cc(OC)c1OC
 : -15, -19, -0.7, -2, 30, -11, -5, 2
Cc1cc(SCC(=O)OC(C)C(=O)N(C)c2ccccc2)nc2ccccc12 (centres undefined)
 : -1, -3, -1.0, -4, 27, 4, -3, -3
CC(C)C(c1nnnn1C1CCCCC1)N1CCOCC1 (centres undefined)
 : -6, -35, 2.2, -2, -5, 0, -22, -2
Cc1cccc(C)c1C(=NCCCN(C)C)c1ccccc1
 : 6, -5, 1.5, 0, 6, 25, -9, -1
O=C(CO)N/N=C/c1c2ccccc2cc2ccccc12
 : -18, 4, 0.2, -4, 0, 22, 8, -1
CN(CC(=O)NCc1ccccc1Cl)CC(=O)Nc1cccc(F)c1
 : -9, 6, 1.1, -1, -1, -4, 9, -2
Cc1cccc(C(CC(=O)NCc2ccco2)c2ccccc2)c1O (centres undefined)
 : 9, 6, 0.3, -5, 18, 13, 7, -1
Cc1ccc(-n2c3c(cc(C(=O)NCC(=O)c4ccccc4)c2=O)C(=O)CCC3)cc1
 : -8, 19, 4.2, -2, 15, 17, 14, 0
CC(=O)Nc1ccc(S(=O)(=O)NCCCN2CCN(Cc3ccccc3)CC2)cc1Cl
 : -6, 15, -0.3, 2, -8, -4, 8, -5
Cc1[nH]c(=O)[nH]c(=O)c1CSCC(=O)OCC(=O)c1ccc(Br)cc1
 : 31, 15, 0.1, -1, 15, 3, -1, -4
CC(C)n1cnc2c(NCc3ccccc3)cc(OCC3CCN(C)CC3)cc21
 : -30, 22, 2.9, -4, 12, 23, 3, 12
Cc1cccc(S(=O)Cc2ccc(C(=O)N3CCOCC3)o2)c1 (centres undefined)
 : 13, 9, 1.1, -2, -7, 12, -1, -5
CC1CC(=O)N(c2ccc(C(C)C)cc2)C(=O)C1
 : 8, -9, -0.7, 0, -6, 23, -8, -2
CN(C)C1=NC[C@H](Cc2ccccc2)N1CCc1ccc(F)cc1
 : -12, -9, 0.3, 1, -1, -1, 6, 3
COc1cccc(CN2CCNC(=O)C2CC(=O)NCCN2CCCCC2=O)c1 (centres undefined)
 : -4, 6, 2.6, -2, 1, 1, 8, -2
CCN(CC)S(=O)(=O)c1cc(-c2nnc(-c3ccc(Br)cc3)o2)ccc1Cl
 : -7, -27, -0.1, -2, -3, 17, -3, -2
O=C(CSc1nnc(-c2ccncc2)o1)Nc1cc(Cl)ccc1C(=O)O
 : 3, 14, 1.2, -3, -6, 26, -5, -4
CCN1C(=O)C2(C(C#N)=C(N)Oc3c2c(C)nn3-c2ccccc2)c2ccccc21 (centres undefined)
 : -34, 3, -0.9, -2, 39, 3, 5, 1
O=C(CSc1nccn1-c1ccccc1)N1CCc2ccccc21
 : 21, 12, 1.8, -2, 28, -13, -18, -2
